# Source: PubChem BioAssay (Sanford-Burnham Center for Chemical Genomics)
# SENP8 inh: SENP8 (human) protease inhibition | Q96LD8 | recombinant SENP8, Nedd8 substrate fluorescence | inhibition, % at 20 µM | hit rate 0.64% among 360,000; in the data active means inhibition mostly above about 40%, no sharp cut-off; inactive means mostly below about 27%
# Target sequence (Q96LD8 whole entry, looked up): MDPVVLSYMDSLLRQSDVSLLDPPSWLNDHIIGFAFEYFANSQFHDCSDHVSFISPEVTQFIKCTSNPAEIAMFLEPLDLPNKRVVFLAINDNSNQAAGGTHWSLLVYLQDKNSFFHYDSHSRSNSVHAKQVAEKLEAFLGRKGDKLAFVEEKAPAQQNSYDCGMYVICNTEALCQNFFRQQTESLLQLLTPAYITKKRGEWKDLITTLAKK
# SENP1 inh: blocks the human SENP1 SUMO protease catalytic domain; inhibition, % at 10 µM; recombinant SENP1 catalytic domain, CyPet-SUMO1-YPet FRET cleavage; hit rate 0.21% among 360,000;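 active means inhibition at least 30% at 10 µM, raw YFP signal under a set limit, fluorescence ratio 0.5 to 1.5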;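 further: 0% = enzyme with DMSO and 100% = no enzyme wells; some results filed as inactive read as strong as hits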
# Target sequence (Q9P0U3 419-644 limits assumed): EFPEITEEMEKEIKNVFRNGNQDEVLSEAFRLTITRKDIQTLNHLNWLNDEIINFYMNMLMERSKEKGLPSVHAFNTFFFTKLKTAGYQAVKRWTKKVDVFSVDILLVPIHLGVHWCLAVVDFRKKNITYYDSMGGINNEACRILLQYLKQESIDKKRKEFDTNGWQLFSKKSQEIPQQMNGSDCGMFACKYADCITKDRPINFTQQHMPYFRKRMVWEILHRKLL
#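 System: Recombinant human SENP1 catalytic domain, His6-tagged | Incubation: Enzyme reaction for 50 min at room temperature, dark | Medium: Tris pH 8 with BME, BSA, NP40 and catalase | Also added: 25 nM SUMO1 FRET substrate | Compound: 10 µM single point, 0.5% DMSO | Measured by: FRET fluorescence in CFP and YFP emission channels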
# The depositor's hits bear a star; i = inactive.
SMILES,SENP8 inh,SENP1 inh
CN1CCN(C2CN(Cc3cn(Cc4ccccc4)nn3)S(=O)(=O)C2)CC1 (configuration not stated),19,-1
COc1ccc(-c2nc3ccccc3n(CC(C)C)c2=O)cc1,22,1
CC(C)C[C@H](NC(=O)OCC1c2ccccc2-c2ccccc21)C(=O)O,1,2
Cc1ccccc1OCCC(=O)OCC(=O)Nc1ccc(C)c(S(=O)(=O)N2CCCCC2)c1,1,2
Cc1ccc(-c2noc(CCC(=O)NC3CCN(Cc4ccccc4)CC3)n2)cc1,21,1
O=C(NCC(=O)N1CCCCCCC1)c1ccc(Cl)c(Cl)c1,0,-7
CC(C)c1ccc2c(c1)CCC1C(C)(CN)CCCC21C (configuration not stated),20,-1
CC1(C(=O)NS(=O)(=O)C2CC2)CCCN(C(=O)c2cccs2)C1 (configuration not stated),12,0
CCCS(=O)(=O)NC(=O)C1(C)CCCN(C(=O)c2cccc(Cl)c2)C1 (configuration not stated),0,-2
CCc1nc2ccc(C(=O)NCc3cccs3)cn2c1N(CC)Cc1cccc(Br)c1,4,-3
O=C(C(=O)N1CCC(c2ccccc2)CC1)c1cccc([N+](=O)[O-])c1,6,4
CC(=O)NC(=S)Nc1sc2c(c1C#N)CCCCC2,29,-1

# One compound at a time (already shown):
# CN1CCN(C2CN(Cc3cn(Cc4ccccc4)nn3)S(=O)(=O)C2)CC1 (configuration not stated) is listed as SENP8 inh: 19; SENP1 inh: -1
# CC(C)C[C@H](NC(=O)OCC1c2ccccc2-c2ccccc21)C(=O)O is listed as SENP8 inh: 1; SENP1 inh: 2

# Reprinted at random: 6 entries already listed.
SMILES,SENP8 inh,SENP1 inh
O=C(NCC(=O)N1CCCCCCC1)c1ccc(Cl)c(Cl)c1,0,-7
CC(C)c1ccc2c(c1)CCC1C(C)(CN)CCCC21C (configuration not stated),20,-1
Cc1ccccc1OCCC(=O)OCC(=O)Nc1ccc(C)c(S(=O)(=O)N2CCCCC2)c1,1,2
CCCS(=O)(=O)NC(=O)C1(C)CCCN(C(=O)c2cccc(Cl)c2)C1 (configuration not stated),0,-2
CC(=O)NC(=S)Nc1sc2c(c1C#N)CCCCC2,29,-1
O=C(C(=O)N1CCC(c2ccccc2)CC1)c1cccc([N+](=O)[O-])c1,6,4

# New compounds follow.
SMILES,SENP8 inh,SENP1 inh
c1ccc(N=NN2CCOCC2)cc1,-4,2
CCOC1=C2CN(S(=O)(=O)c3ccc(Cl)cc3)[C@H](c3ccccc3)C[C@@H]2N(S(=O)(=O)c2ccc(C)cc2)[C@H](c2ccccc2)C1,4,-2
CCOC(=O)c1c(C)oc2c(CC(=O)c3ccccc3)c(Cl)c(O)c(O)c12,18,-2
Cn1c(=O)c2c(nc(OC3CCCCCC3)n2C)n(C)c1=O,12,1
CCCCC[C@H]1CCCCC[C@H](O)C[C@@H](O)[C@H](O)/C=C/C(=O)O1,11,1
Cc1cccc(C)c1NC(=O)CN1CCN(C(=O)CNC(=O)Cc2cccc3ccccc23)CC1,10,-1
CCOC(=O)c1ccccc1NC(=O)Cn1cnc2c(cnn2-c2ccc(F)cc2)c1=O,-2,3
CC(C)CC1C(=O)N(Cc2cn(CCC3OCCCO3)nn2)CCS(=O)(=O)N1Cc1ccc(-c2ccc(Cl)c(Cl)c2)cc1 (configuration not stated),5,-1
C=CCN(CC=C)Cc1cc(=O)oc2cc(OC)ccc12,-120,0
O=C(NCc1ccccc1)C(c1ccc(C(F)(F)F)cc1)n1c(=O)c(-c2cc3ccccc3[nH]2)nc2ccccc21 (configuration not stated),-426,-19
N#Cc1ccc(C(=O)Nc2cc(S(=O)(=O)N3CCOCC3)ccc2N2CCOCC2)cc1,20,3
C[C@H]1CN([C@@H](C)CO)C(=O)c2cc(Br)cnc2O[C@@H]1CN(C)S(C)(=O)=O,18,2

# 3 of the entries above in order of the SENP1 inh value, high to low:
SMILES,SENP1 inh
Cc1ccccc1OCCC(=O)OCC(=O)Nc1ccc(C)c(S(=O)(=O)N2CCCCC2)c1,2
CC(=O)NC(=S)Nc1sc2c(c1C#N)CCCCC2,-1
CCOC1=C2CN(S(=O)(=O)c3ccc(Cl)cc3)[C@H](c3ccccc3)C[C@@H]2N(S(=O)(=O)c2ccc(C)cc2)[C@H](c2ccccc2)C1,-2

# The listing continues.
SMILES,SENP8 inh,SENP1 inh
Cc1ccc(S(=O)(=O)N2C[C@H]3N(C(=O)OC(C)C)N(C(=O)OC(C)C)C[C@H](OC(=O)NCc4ccccc4)[C@@]3(O)C2)cc1,6,2
COc1ccc(OC)c(NC(=O)C2(C)CCN2C(=O)Cc2ccc(Cl)cc2Cl)c1 (configuration not stated),0,1
CCc1nc2ccc(C(=O)NCc3ccc(OC)cc3)cn2c1N(CC)CCN(C)C,-23,-43
O=C(/C=C/[C@H]1O[C@@H](n2ccc(=O)[nH]c2=O)[C@H](O)[C@@H]1O)NCc1cccnc1,20,0
CCCCN1CC(N2CCN(C)CC2)CS1(=O)=O (configuration not stated),19,3
O=C(NCc1ccccc1)c1cccc2c(-c3ccc(F)c(F)c3)coc12,17,2
Cc1ccc(-n2c(=O)c3c(c4cc(C)ccc4n3C)n(CC(=O)NCC3CCCO3)c2=O)cc1 (configuration not stated),i,2
N#CC(=C1C=CC(=NO)C(Cl)=C1)c1ccccc1,5,-2
O=C(O)c1ccc(S(=O)(=O)c2ccccc2)s1,-8,2
COc1ccc(-c2cnnc(N/N=C/c3ccc(-c4ccc([N+](=O)[O-])cc4)o3)n2)cc1,25,36*
Cc1nc(NC(=O)c2ccccc2)sc1-c1cc(C(=O)O)nn1Cc1ccccc1,-70,-1
O=C(Nc1ccc(C(O)c2ccccc2)cc1)[C@H]1C[C@H](O)[C@@H](CO)O1 (some centres not stated),9,2
CC(C)C[C@H]1CN(CCCC[C@H]2CNC(=O)C(=O)N2CC2CCCCC2)C(=O)C(=O)N1CCc1ccccc1,18,1
CSc1ncnc2c1ncn2CCCNCc1ccccn1,13,-2
O=C(Nc1cccc2[nH]c([C@H]3C[C@H](O)[C@@H](CO)O3)nc12)NC(c1ccccc1)c1ccccc1,9,4
OC(c1ccccc1)c1nc(/C=C/c2ccc(C(F)(F)F)cc2)cs1 (configuration not stated),-58,2
CC(=O)N1c2ccccc2N2C(c3c(C)c(C)cc(C)c3C)=NON12,16,1
C[C@H](CO)N1C[C@H](C)[C@@H](CN(C)C(=O)c2ccc3c(c2)OCO3)Oc2cc(/C=C/c3ccccc3)ccc2S1(=O)=O,-263,1
COc1cc(C2C3=C(COC3=O)Oc3cc4c(cc32)OCO4)ccc1O (configuration not stated),7,0
COc1cc(-c2coc3c(C(=O)NC4CCCCC4)cccc23)ccc1O,3,-1
COc1ccc(-c2cc3nc(NCc4ccc(NC(C)=O)cc4)n(C)c(=O)c3s2)cc1OC,-361,-29
O=C(NCc1ccccc1Cl)c1csc([C@@H]2C[C@H](O)[C@@H](CO)O2)n1,-3,0
CC(=O)c1ccc(-c2c(CCO)sc3ccccc23)cc1,-50,0
O=C(Nc1ccc2c(c1)OCCO2)C(c1ccnc2ccccc12)N1CCN(c2ccc(C(F)(F)F)cn2)CC1 (configuration not stated),-4,0
COC(=O)C1(C(=O)OC)C[C@H](/C=C/c2ccccc2)N(Cc2ccccc2OC)[C@@H]1c1ccc(F)cc1,-1,-56
COc1ccc(C(O)c2ncc(-c3ccc(Cl)cc3)[nH]2)cc1 (configuration not stated),13,0
CN1CCN(C(=O)OC2CC3CC2[C@H]2CCCCN2C3=O)CC1 (some centres not stated),16,-1
CCOc1ccc(NCc2nc3ccccc3n2CCOc2ccccc2)cc1,25,-3
COc1ccc(-c2ccc(C(=O)NCc3ccccc3)c3occc23)c(C)c1,-294,-1
COc1ccc(CCNC(=O)c2ccc(NC(=O)CC3SC(N4CCCC4)=NC3=O)cc2)cc1OC (configuration not stated),10,2
CSc1ccc(C(O)c2ncc(-c3cccc(F)c3)[nH]2)cc1 (configuration not stated),14,0
CC1(C)CC(=O)C=C(c2ccccc2-c2ccc3cc[nH]c3c2)C1=O,6,-19
O=C(Nc1ccccc1)c1cc(C2CCCCN2C(=O)CCc2ccccc2)on1 (configuration not stated),0,-3
O=C(COC(=O)c1n[nH]c2ccccc12)Nc1cccc(S(=O)(=O)N2CCOCC2)c1,31,0
CCC1NC(=O)c2cc3ccccc3cc2-n2c1nc1cc(C)cc(C)c1c2=O (configuration not stated),-26,-4
Brc1ccc2nc(-c3ccccc3)c(Cc3ccsc3)n2c1,-12,-3
CC(C)(C)S(=O)(=O)N1Cc2cc(CO)cc(CCO)c2[C@H]1CCO,3,0
COc1cc(C(=O)C(=O)N2CCC(Cc3ccccc3)CC2)cc2ccccc12,-21,0
COC(=O)[C@]12CCCCC=C1N(Cc1cccc3ccccc13)C(=O)[C@H](CC(=O)NCCCN1CCCC1=O)C2,20,1
CCCCn1nnnc1C(c1ccccc1)N1CCN(c2ccccc2OC)CC1 (configuration not stated),11,0
CN1CCC(N(C)C(=O)/C(C#N)=C\c2ccc(OC(F)F)cc2)CC1,6,2
CC1=CC(=O)Nc2ncccc2O1,i,-5
O=[N+]([O-])c1cc(C=NN2CCCCCC2)ccc1Cl,14,3
C[C@@H]1CCCCO[C@@H](CN(C)C(=O)C2CCCCC2)[C@@H](C)CN([C@H](C)CO)C(=O)c2cc(NC(=O)NC3CCCCC3)ccc2O1,-8,0
COc1ccc(N)c(C)c1,20,-3
CSc1ccc(C(O)c2ncc(-c3ccccc3Cl)[nH]2)cc1 (configuration not stated),16,4
CCOC(=O)C(=CNc1ccc(NC2=NCC(C)S2)cc1)C(=O)OCC (configuration not stated),-366,2
CCC(C)C(CO)NC(=O)/C=C/[C@H]1O[C@@H](n2cnc3c(NC(=O)c4ccccc4)ncnc32)[C@H](O)[C@@H]1O (some centres not stated),20,-3
Cn1c(=O)c2c(-c3ccccc3)n(-c3ccccc3F)cc2n(C)c1=O,-359,-10
N#Cc1ccc(-c2csc(NC3=NCCCCC3)n2)cc1,-216,1
O=C(O)c1cc(N2CCCC2)ccn1,6,-1
C[C@@H]1CN([C@H](C)CO)C(=O)CCCn2cc(nn2)CO[C@H]1CN(C)S(=O)(=O)c1ccc(-n2cccn2)cc1,4,-2
COCCNC(=O)C1CCCN(Cc2ccc(C)cc2)CC1 (configuration not stated),20,-2
NC(=O)C1=C(c2ccccc2)c2ccccc2C1=O,-8,0
O=C1NC(=S)SC1=Cc1cccs1,9,-2
COc1cc(/C=C2/SC(=S)N(Cc3ccccc3)C2=O)cc(Cl)c1O,46*,84
COCCNC(=O)C1(C)CCCN(Cc2cccc(F)c2)C1 (configuration not stated),11,2
COc1cccc(C(=O)N2CCC[C@@H]2C(=O)N2CCC[C@@H]2C(=O)NCc2ccccc2Cl)c1,11,0
Cc1cccnc1C(NC(=O)C1CCN(Cc2ccc(Oc3ccccc3)cc2)CC1)c1ccc(F)cc1 (configuration not stated),12,-5
O=c1[nH]c(=S)[nH]c2c1C(c1ccc(Cl)cc1)OC(C1CCCCC1)C2 (configuration not stated),28,-2

# (continued)
SMILES,SENP8 inh,SENP1 inh
O=C1CCCCC1Nc1ccc([N+](=O)[O-])cc1 (configuration not stated),32,2
CN1CCN(c2ccc(Cl)cc2NC(=O)c2nn(-c3ccccc3)c(=O)c3ccccc23)CC1,18,0
COC(=O)[C@@]1(Cc2ccc(F)cc2)[C@H]2c3cc(C(=O)N(C)C)n(Cc4ccc(C)o4)c3C[C@H]2CN1C(=O)c1ccccc1,-5,-4
O=C(CCSCCC(=O)NN=Cc1ccccc1O)NN=Cc1ccccc1O,-126,-11
Cc1ccc2c(c1)sc1nncn12,18,1
CN(C)c1ccc(C=c2c3ccccc3n3c2cc(-c2ccccc2)[n+]3C)cc1,-92,-25
C[C@@H]1CCCCO[C@H](CN(C)C(=O)Nc2cccc3ccccc23)[C@@H](C)CN([C@H](C)CO)C(=O)c2cc(N(C)C)ccc2O1,-340,-1
CCCCN(C(=O)c1cccc2c(=O)c(C)c(-c3ccccc3)oc12)c1ccccc1,22,4
COc1ccc(CN(C(C)=O)c2cc(C)c([N+](=O)[O-])cc2OC)cc1OC,7,1
CC1(C(=O)NS(=O)(=O)c2ccccc2OC(F)(F)F)CCN1C(=O)Cc1ccccc1 (configuration not stated),20,3
CCOC(=O)N1CCN(C(=O)C[C@@H]2C[C@@]3(C(=O)OCC)CCCC=C3N(Cc3ccccc3)C2=O)CC1,17,3
CCN(CC(=O)Nc1ccc2c(c1)OCCO2)C(=O)C(C)Oc1ccc(F)cc1 (configuration not stated),15,0
CCCn1cnc2c(SCc3ccccn3)nc(N)nc21,26,2
COCCCN1C(=O)C(CC(=O)NCc2cccc3ccccc23)CC(C(=O)N(C)C)=C1C (configuration not stated),20,-2
O=[N+]([O-])c1ccc(COc2ccccc2CN2CCOCC2)cc1,0,0
Cc1ccc(C(=O)N2[C@@H]3CN(C)C(=O)[C@@]2(Cc2ccccc2)[C@H]2C(=O)N(C)C(=O)[C@@H]32)cc1,3,-2
COc1ccc(S(=O)(=O)N2CCC(C(=O)NCCC(=O)NCCc3cccc(F)c3)CC2)cc1,23,2
Nc1ncnc2c1ncn2[C@@H]1O[C@H](C(=O)NCc2ccc3c(c2)OCO3)[C@@H](O)[C@H]1O,20,1
O=CNc1cc(-c2cccc(F)c2)cn2c(-c3ccc(F)cc3)cnc12,-286,-11
CCN(CC(=O)Nc1ccc(OC)cc1)CC(=O)Nc1cccc(S(=O)(=O)N2CCOCC2)c1,7,0
Fc1cccc(Cc2c(C3CCCCC3)nc3ccc(Cl)cn23)c1,-60,-6
CN1CCN(c2ccc(-c3ccc4ccccc4n3)cc2)CC1,-420,-92
CCCCCCN1CCN(C2CN(CCCC)S(=O)(=O)C2)CC1 (configuration not stated),17,-1
CN(CCC#N)c1ccc(C=C(C#N)c2ccc(Br)cc2)cc1,6,-83
CC1(C)OCC(CNC(=O)c2[nH]c(C(F)(F)F)nc2-c2ccccc2)O1 (configuration not stated),20,2

# An excerpt; rates above refer to the full screens.
